LEDGF integ inh – blockers of LEDGF/p75-dependent integrase strand transfer – biochemical, TR-FRET, high throughput, primary screen | HIV-1 integrase (with human LEDGF/p75) | TR-FRET IN-LEDGF/p75 DNA integration, Eu/Cy5 | inhibition, % at 3.7 µM | 370,000 tested, 0.64% active | AID 743269, 2014;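 active = inhibition above the screen-wide mean plus 3 SD, cut at about 13% in these data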;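 also: signal is the Cy5 over europium emission ratio at 671 and 618 nm; 0% = plate median of compound wells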
SIAE primary – human SIAE inhibitors, primary screen, biochemical, fluorescence polarization, FP-Rh probe, 1536-well HTS | inhibition, % at 9.66 µM | 370,000 tested, 0.69% active | Sialate O-acetylesterase (Homo sapiens), Q9HAT2 | SIAE FP-Rh probe binding;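 active = inhibition above a cutoff: mean of compounds within the control limits plus 3 SD of those, cut at about 17% in these data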;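 also: 0% = plate median of compound wells and 100% = probe without SIAE protein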
Target sequence (Q9HAT2 whole entry, looked up): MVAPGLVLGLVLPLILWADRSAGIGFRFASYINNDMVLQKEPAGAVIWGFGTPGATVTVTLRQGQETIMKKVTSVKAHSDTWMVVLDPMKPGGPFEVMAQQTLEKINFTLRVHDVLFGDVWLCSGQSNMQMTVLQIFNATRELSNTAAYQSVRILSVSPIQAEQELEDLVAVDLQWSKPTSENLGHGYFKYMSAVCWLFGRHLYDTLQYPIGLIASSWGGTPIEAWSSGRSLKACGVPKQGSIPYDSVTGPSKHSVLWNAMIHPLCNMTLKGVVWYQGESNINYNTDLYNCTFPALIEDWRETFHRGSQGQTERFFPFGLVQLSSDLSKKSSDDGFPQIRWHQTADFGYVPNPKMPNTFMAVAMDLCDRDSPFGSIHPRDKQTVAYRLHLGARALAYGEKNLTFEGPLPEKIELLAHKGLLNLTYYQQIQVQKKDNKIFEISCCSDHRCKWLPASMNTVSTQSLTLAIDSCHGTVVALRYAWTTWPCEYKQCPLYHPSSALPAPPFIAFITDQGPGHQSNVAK
proKLK7 act – proKLK7 zymogen activators, primary screen, biochemical, fluorescence intensity; AID 652039, 2013; purified proKLK7, EDANS-DABCYL substrate fluorescence; 100% is mature enzyme control, 0% vehicle; 370,000 tested, 0.9% active; activation, % at 7 µM;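 active = activation above the mean of all tested compounds plus 3 SD, computed per campaign excluding outliers beyond control limits, cut at about 13% in these data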
UHRF1 binding – UHRF1 methylated DNA binding inhibitors, primary screen, counter-screen for MBD2 inhibitor project, biochemical, TR-FRET, human UHRF1, single concentration; E3 ubiquitin-protein ligase UHRF1 (Homo sapiens), Q96T88; UHRF1 binding to methylated oligo; inhibition, % at 4.4 µM; 370,000 tested, 0.75% active; AID 687016, 2013; in the data active = inhibition above about 21%;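 also: UHRF1 SRA domain binding a hemimethylated CpG hairpin DNA probe; 0% = median of test compound wells and 100% = reference inhibitor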
TCR-CD3 inh – inhibitors of human TCR-CD3 interaction, primary screen, biochemical, fluorescence, TAMRA-labeled TCR probe; inhibition, % at 9.4 µM; 360,000 tested, 0.37% active; AID 651800, 2012; T-cell receptor (TCR); in the data active = inhibition above about 19%;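 also: recombinant mutant TCR 2C K166C tagged with TAMRA read by polarization; 0% = receptor in buffer alone and 100% = receptor with positive control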
Tn6 DDE FP – inhibitors of Tn6 peptide binding to fibrin DD(E), primary screen, biochemical, fluorescence polarization, human fibrin, Tn6 probe. Fibrinogen beta chain (Homo sapiens), P02675. Fibrin DD(E) TRITC-Tn6 fluorescence polarization displacement. inhibition, % at 8.3 µM. 370,000 tested, 0.21% active. AID 720509, 2013;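 active = inhibition above a per-campaign cutoff: mean of compounds within control limits plus 3 SD, cut at about 15% in these data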;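 also: 0% = median of all compound wells on the plate and 100% = blocking peptide control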
TDP2 absorb – human TDP2 enzyme inhibitors, primary screen, biochemical, epi absorbance, recombinant enzyme; 370,000 tested, 0.34% active; Tyrosyl-DNA phosphodiesterase 2 (Homo sapiens), O95551; inhibition, % at 12.8 µM; T5PNP hydrolysis, p-nitrophenol absorbance 415 nm;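 active = inhibition above the mean of all tested compounds plus 3 SD, set per campaign, cut at about 25% in these data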;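 also: 0% = DMSO with enzyme and 100% = buffer with substrate but no TDP2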
Target sequence (O95551 whole entry, looked up): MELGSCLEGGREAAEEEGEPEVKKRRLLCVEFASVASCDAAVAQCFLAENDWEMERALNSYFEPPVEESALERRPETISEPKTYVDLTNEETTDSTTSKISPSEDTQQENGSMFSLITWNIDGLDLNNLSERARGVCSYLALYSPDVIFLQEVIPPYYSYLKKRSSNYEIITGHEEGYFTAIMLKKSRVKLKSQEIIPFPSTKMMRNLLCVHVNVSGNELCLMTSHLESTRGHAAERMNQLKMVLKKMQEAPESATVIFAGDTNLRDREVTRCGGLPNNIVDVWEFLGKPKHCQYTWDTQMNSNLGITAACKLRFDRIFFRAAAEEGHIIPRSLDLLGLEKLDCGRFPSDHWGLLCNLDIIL
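Assay system: Recombinant human TDP2 | Quantity: 120 nM TDP2 per well | Incubation: 2 h at 37 °C | Signal: Epi absorbance | Evaluation: Percent inhibition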
MBD2 inh – inhibitors of MBD2 binding to methylated DNA, primary screen, biochemical, TR-FRET, DNA-binding domain, human; Methyl-CpG-binding domain protein 2 (Homo sapiens), Q9UBB5; inhibition, % at 4.4 µM; MBD2 binding to methylated oligonucleotide; 370,000 tested, 0.31% active; in the data active = inhibition above about 13%
PRMT1 inh – PRMT1 methyltransferase inhibitors, primary screen, biochemical, fluorescence polarization; AID 652257, 2013; recombinant PRMT1, activity-based probe fluorescence polarization; 370,000 tested, 1.3% active; inhibition, % at 2.79 µM; Protein arginine N-methyltransferase 1 (Homo sapiens), Q99873;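 active = inhibition above about 21% made by adding two undisclosed values, limit read from the data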
Tn7 DDE FP – inhibitors of Tn7 peptide binding to fibrin DD(E), primary screen, biochemical, fluorescence polarization, human fibrin, Tn7 probe; FP displacement of FITC-Tn7 peptide from fibrin DD(E); 0% = median of compound wells per plate; inhibition, % at 8.3 µM; 370,000 tested, 0.13% active; AID 720508, 2013; Fibrinogen beta chain (Homo sapiens), P02675;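 active = inhibition above the mean of compounds falling within the control limits plus 3 SD of them, cut at about 14% in these data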;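 also: 0% = plate median of compound wells and 100% = 10 µM Aha-Tn7 peptide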
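Assay system: Fibrin-DD(E) protein isolated from polymerized human fibrin clots; read-out basis: percent inhibition; medium: Tris/NaCl/CaCl2 buffer, pH 7.8; signal: FP measurement; incubation: 10 min plus 3 h, room temperature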
Numbers without * were called inactive; / = no result given.

SMILES	LEDGF integ inh	SIAE primary	proKLK7 act	UHRF1 binding	TCR-CD3 inh	Tn6 DDE FP	TDP2 absorb	MBD2 inh	PRMT1 inh	Tn7 DDE FP
CC1CCCN(c2ccc(C(=O)NCc3ccc4c(c3)OCO4)cc2[N+](=O)[O-])C1 (centres undefined)	2	-6	0.2	2	-9	-6	-8	8	2	1
O=C(NCc1ccncc1)[C@@H]1CCCN1C(=O)[C@H]1CCCN1C(=O)c1cccc2ccccc12	1	0	-0.5	-1	-8	2	11	-6	3	-5
CCCOc1cccc(C(=O)N/N=C/c2ccoc2)c1	3	-6	-0.3	-1	0	3	4	0	-4	0
CCCCc1nnc(NC(=O)c2nc3nccc(C)n3n2)s1	-2	2	-0.1	-1	3	-5	11	1	2	5
O=C(O)Cn1c(=O)n(Cc2ccccc2)c2ccccc21	0	-2	-0.5	28*	-13	3	-15	-1	0	-10
COc1ccc(-c2cc(C)no2)cc1S(=O)(=O)NCCc1ccco1	3	2	0.1	0	5	-1	-2	1	4	-6
CN(C)CCNC(=O)C1CCCNC1=O (centres undefined)	-1	-2	-0.2	-1	-5	3	1	6	1	-1
COc1ccc(/C=C/c2c([N+](=O)[O-])c(=O)n(C)c(=O)n2C)cc1OC	1	2	0.6	1	-1	-3	7	-1	-3	-1
O=C(C/C=N/OCc1c(Cl)cccc1Cl)c1ccc(Cl)cc1	1	-5	0.3	0	7	2	0	-4	-3	3
COc1ccc(NC(=O)C2(C)CCN2C(=O)c2ccc(C(C)(C)C)cc2)cc1OC (centres undefined)	-4	3	0.6	0	-1	2	0	3	3	2
Cc1ccc(NC(=O)c2ccc([N+](=O)[O-])cc2)cc1S(=O)(=O)N(C)C	2	-1	0.1	0	-2	-5	-2	-1	2	3
Cc1cc(C)c(NC(=O)COC(=O)C2=COCCO2)c(Cl)c1	-2	-4	-0.1	0	9	4	-5	4	-1	8
CC(=O)Nc1cc(-c2cccnc2)cn2c(-c3ccc(F)cc3)cnc12	-2	-7	-7.6	-2	2	5	-13	-2	1	5
CCCCn1cnc2c(SCc3cccc(F)c3)nc(N)nc21	1	-1	0.0	3	0	-11	-11	1	-6	2
COc1ccccc1-n1c(CNC(=O)c2ccco2)nnc1SCC(=O)Nc1ccc(F)cc1	-2	-2	-0.3	0	1	0	3	1	2	-1
O=C(Nc1c(-c2ccccc2)[nH][nH]c1=O)c1ccc2ccccc2c1	-2	1	0.3	-4	12	9	8	-3	0	0
CC(C)(C)OC(=O)COc1cc(O)c2c(=O)cc(-c3ccccc3)oc2c1	-3	1	-0.2	2	4	7	0	5	-5	7
COc1ccc(-c2cc3nc(C4CCN(C(=O)OC(C)(C)C)CC4)c(C(=O)O)cn3n2)cc1	5	-8	-2.7	-5	3	1	9	-4	-1	-4
CC(C)OCC(O)CS(=O)Cc1ccccc1 (centres undefined)	1	-1	-0.3	1	-1	3	11	-2	-1	9
COC(=O)c1ccc(/C=N/n2cnnc2)cc1	2	3	-0.3	-4	3	2	2	-4	-1	-1
Cc1ccc(C(=O)N2CCN(c3ccc(Cl)cc3)CC2)cc1	-2	6	0.0	0	-2	0	-6	0	-4	0
COc1nnc(-c2ccc(N3CCCCC3)c(N)c2)c2ccccc12	-6	3	0.3	1	-1	6	-14	-1	3	0
CC(=O)C1=CCC(c2ccccc2)N(S(=O)(=O)c2ccc(C)cc2)C1 (centres undefined)	4	2	-0.1	2	-4	-5	-4	6	7	1
C[C@H]1CN([C@@H](C)CO)S(=O)(=O)c2ccc(Br)cc2O[C@@H]1CN(C)Cc1ccccc1	0	8	-0.2	-3	8	-7	-4	4	-1	6
CC(C)CC(/C(O)=C(\C#N)c1nc2ccccc2[nH]1)N1C(=O)c2ccccc2C1=O (centres undefined)	2	-5	-0.3	0	9	-6	2	-5	3	2

Whole records from above.
CC1CCCN(c2ccc(C(=O)NCc3ccc4c(c3)OCO4)cc2[N+](=O)[O-])C1 (centres undefined) is listed as LEDGF integ inh = 2; SIAE primary = -6; proKLK7 act = 0.2; UHRF1 binding = 2; TCR-CD3 inh = -9; Tn6 DDE FP = -6; TDP2 absorb = -8; MBD2 inh = 8; PRMT1 inh = 2; Tn7 DDE FP = 1
CCCOc1cccc(C(=O)N/N=C/c2ccoc2)c1 is listed as LEDGF integ inh = 3; SIAE primary = -6; proKLK7 act = -0.3; UHRF1 binding = -1; TCR-CD3 inh = 0; Tn6 DDE FP = 3; TDP2 absorb = 4; MBD2 inh = 0; PRMT1 inh = -4; Tn7 DDE FP = 0

Continuation:
SMILES	LEDGF integ inh	SIAE primary	proKLK7 act	UHRF1 binding	TCR-CD3 inh	Tn6 DDE FP	TDP2 absorb	MBD2 inh	PRMT1 inh	Tn7 DDE FP
Cn1nc(C(=O)N2CCN(S(=O)(=O)c3ccc(Cl)cc3)CC2)c2ccccc2c1=O	5	-3	-0.1	3	5	6	-6	-3	0	-6
Cc1cc(C)n(-c2nc(SCCN3CCOCC3)c3c4c(sc3n2)CCCC4)n1	-5	-5	-0.3	2	-3	0	-6	-2	1	1
Cn1cccc1C1C(C#N)=C(N)OC2=C1C(=O)CCC2 (centres undefined)	6	4	0.4	1	2	1	-5	-4	-3	-5
CCn1c(=O)n(CC(=O)N2CCCN(Cc3ccccc3)CC2)c(=O)c2ccccc21	2	-7	0.1	1	/	3	9	-8	2	2
COc1ccc(CCN(Cc2ccccn2)C(=S)Nc2cccc(SC)c2)cc1OC	-1	2	0.2	2	4	6	-10	-5	-6	-8
CC12CCC(=O)N1C(C(=O)Nc1cccc(S(=O)(=O)N3CCCCC3)c1)CS2 (centres undefined)	1	6	-0.2	4	-10	0	6	1	5	7
Cc1ccccc1Oc1ncnc2oc(-c3ccccc3)cc12	1	-2	-0.1	0	2	4	12	7	3	1
CN(C)/C=C(/C(=O)c1ccc(Cl)cc1)S(=O)(=O)c1ccc(Cl)cc1	0	3	-1.0	-3	2	-7	-1	-7	1	-5
Cc1nccn1CC(=O)N/N=C/c1ccccc1O	0	-7	-167	2	0	-3	-16	-1	-10	-2
O=C(CCSCc1ccccc1)Nc1ccc2c(c1)OCCO2	3	3	0.0	1	4	-6	-2	3	-2	1
COc1ccc(-c2n(Cc3ccccc3)c3ccccc3[n+]2Cc2ccccc2)cc1	2	-1	0.9	0	-6	3	-9	6	-2	-4
CCc1ccc(CN(C)CC(=O)Nc2ccc3c(c2)CCC3)cc1	2	-6	-0.5	2	-3	1	5	0	2	5
CCCCC(=O)OCCNC(=O)c1cc2ccccc2oc1=O	1	2	0.7	-1	2	7	8	1	2	1
COc1ccc(CCN2C(=O)C3C4CC(C5C(C(=O)O)=NOC45)C3C2=O)cc1OC (centres undefined)	1	1	-0.1	-1	1	4	3	1	-2	2
NC(c1csc(Nc2ccc(C(=O)NCCCO)cn2)n1)c1ccccc1Cl (centres undefined)	6	-6	-0.8	1	7	-1	-22	0	-3	-6
COCCCn1cc(CN2CC(N3CCCC3)CS2(=O)=O)nn1 (centres undefined)	-2	-4	-0.4	10	0	2	0	5	3	4
CCCN1CCC(=NNc2ccc(S(=O)(=O)N3CCOCC3)cc2[N+](=O)[O-])CC1	-1	3	0.5	-3	0	-2	2	0	0	-7
CCCCCn1c(SCC(=O)CC(=O)OCC)nc2cc(C(=O)N3CCC(C(N)=O)CC3)ccc2c1=O	-1	-5	0.6	2	-6	0	-9	0	11	5
O=C(Nc1cccc(Cl)c1)OC1CCCCc2cccnc21 (centres undefined)	1	1	-0.1	-4	11	1	9	4	-1	4
CC1CCCC(NC(=O)COC(=O)c2cccc(S(=O)(=O)N3CCCCC3)c2)C1C (centres undefined)	2	0	-0.3	-3	10	6	9	-7	-3	2
Cc1ccc(S(=O)(=O)c2cc3c(=O)n4ccccc4nc3n(CCCN3CCOCC3)c2=N)cc1C	3	11	4.6	-4	10	4	-2	-9	-1	-1
O=C1C[C@H](c2ccc(O)cc2)Oc2cc(O[C@@H]3O[C@H](CO)[C@@H](O)[C@H](O)[C@H]3O)cc(O[C@@H]3O[C@H](CO)[C@@H](O)[C@H](O)[C@H]3O)c21	0	-7	1.3	1	-3	0	2	-2	1	-4
CCCc1nnc2c(N(C)S(=O)(=O)c3ccccc3)nc3ccccc3n12	6	4	0.1	4	-3	2	-5	1	1	1
CCOc1ccc(C2OC(=O)Cc3cc(OC)c(OC)cc32)cc1 (centres undefined)	2	2	-0.3	-3	3	4	3	0	-3	-1
CC(C)C(=O)N=C1SC2CS(=O)(=O)CC2N1Cc1ccccc1 (centres undefined)	3	7	-0.2	0	-5	-5	-2	1	-2	1

(more compounds)
SMILES	LEDGF integ inh	SIAE primary	proKLK7 act	UHRF1 binding	TCR-CD3 inh	Tn6 DDE FP	TDP2 absorb	MBD2 inh	PRMT1 inh	Tn7 DDE FP
CCCc1ccc(S(=O)(=O)N2CCN(C(=O)CN3C(=O)NC(C)(C4CC4)C3=O)CC2)cc1 (centres undefined)	-4	5	0.4	-1	-4	-1	2	3	2	0
Cc1cccc(-n2c(O)c(C=Nc3ccccc3N)c(=O)[nH]c2=O)c1	0	-4	-2.3	0	0	-7	8	1	5	2
COc1ccc(C)cc1NC(=O)c1nnn(CCc2ccccc2)c1N	0	0	-0.6	3	3	2	1	-4	-4	-7
O=C(CSc1nc(=O)n(CCCN2CCOCC2)c2c1CCC2)Nc1cccc(F)c1	1	0	0.2	-3	4	0	3	4	3	-4
O=C(NNC(=O)C1CC1c1ccccc1)Nc1ccccc1 (centres undefined)	-2	4	0.6	1	5	2	1	5	-3	2
CC1=NN(c2ccccc2)C(=O)/C1=C/C=C/c1ccccc1	-1	9	-0.1	-3	1	-6	-3	0	-2	6
Cc1ccc(C(=O)NCC(=O)OCC(=O)N(CC(C)C)c2c(N)n(Cc3ccccc3)c(=O)[nH]c2=O)s1	-1	-4	-0.8	-1	0	-2	2	-2	3	0
CC(C)CCn1c(N2CCCC2)nc2c1c(=O)n(C)c(=O)n2C	-4	2	0.2	0	1	2	-2	0	2	5
O=C(N/N=C/c1ccc(Br)s1)c1cccs1	6	-2	-0.1	5	-7	1	-10	-2	-2	-3
CCC1(CC)C(=O)N(C)C(=O)NC1=Nc1ccccc1	-2	-4	0.5	1	9	-3	-3	2	0	-6
CCOC(=O)c1cnn(-c2ccccc2)c1NC(=O)c1ccc(C)cc1	1	5	0.7	1	6	-2	5	4	1	6
COC(=O)c1ccccc1CON1C(=O)C(C)(C)N(OCc2ccccc2C(=O)OC)C(=O)C1(C)C	-1	2	-0.5	-2	4	1	7	2	-2	8
